Bioassay records: PubChem, National Center for Advancing Translational Sciences (NCATS)
B2AR arrestin – qHTS assay of beta-arrestin-biased ligands of beta2-adrenergic receptor | 0.02% of 330,000 active | AID 492947, 2010 | Potency, µM (series often up to 46.1 µM), inactives show at the highest dose activation, most hits filed as activators | beta-arrestin recruitment to beta2AR, cell-based reporter | Beta-2 adrenergic receptor (Homo sapiens), P07550;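 further: potency means the concentration at half of the fitted maximal effect; 0% = DMSO controls and full agonism = EC100 isoproterenol or metaproterenol; nearly all actives have a fitted effect of over 65% in size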
Target sequence (P07550 whole entry, looked up): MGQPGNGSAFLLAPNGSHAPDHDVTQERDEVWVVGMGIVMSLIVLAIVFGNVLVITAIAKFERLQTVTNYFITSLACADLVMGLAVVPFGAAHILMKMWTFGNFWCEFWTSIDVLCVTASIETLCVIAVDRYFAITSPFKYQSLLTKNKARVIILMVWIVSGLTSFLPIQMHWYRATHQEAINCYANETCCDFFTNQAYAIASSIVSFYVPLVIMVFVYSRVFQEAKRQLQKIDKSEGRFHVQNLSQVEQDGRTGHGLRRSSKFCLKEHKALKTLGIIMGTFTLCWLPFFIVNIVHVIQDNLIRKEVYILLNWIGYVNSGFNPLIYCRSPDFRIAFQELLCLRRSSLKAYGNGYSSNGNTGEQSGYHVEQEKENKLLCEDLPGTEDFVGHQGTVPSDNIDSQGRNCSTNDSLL
S-ASM inh – Inhibitors of Secretory Acid Sphingomyelinase (S-ASM): qHTS | AID 504937, 2011 | 0.006% of 340,000 active | Potency, µM (doses to about 57.5 µM), inactives show at the highest dose activity change, negative = inhibition, most hits filed as inhibitors | placental ASM, HMU-PC fluorogenic substrate, 60 min | Sphingomyelin phosphodiesterase (Homo sapiens), P17405; further: potency means the concentration at half of the fitted maximal effect
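Fluorescence read-out (Ex 386 nm, Em 447 nm) after stopping the reaction at pH 10. Enzyme: ASM from human placenta; substrate HMU-PC0, 9 uM final; 60 min, 37 °C. Compound preincubation 10 min, ambient temperature.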
uPA surface inh – qHTS for Inhibitors of Cell Surface uPA Generation; cell surface uPA generation assay, qHTS; Potency, µM (titrated, usually from 38.3 µM), without a hit: at the top dose activity change, negative = inhibition, usual class: inhibitors; 0.31% of 330,000 active; AID 540303, 2011; active means well fitted inhibition curve with a large enough effect; inconclusive means small, poorly fitted or top-dose-only effect; inactive means no such curve, though single readings can be large or run the other way; tested in mouse RAW 264.7 cells; further: potency means the concentration at half of the fitted maximal effect; on the % scale 0 is the no-effect control and ±100 the full control effect; nearly all actives have a fitted effect of over 55% in size
ELG1 genotox – qHTS screen for small molecules that induce genotoxicity in human embryonic kidney (HEK293T) cells expressing luciferase-tagged ELG1; HEK293T ELG1-luciferase reporter, luminescence, 16 h; Potency, µM (doses to about 46 µM), without a hit: top-dose activity change, positive = activation, hits mostly activators; 1.3% of 330,000 active; AID 504466, 2011; further: potency means the concentration at half of the fitted maximal effect; % of control where 0% means no effect; nearly all actives have a fitted effect of over 60% in size
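Step 1: seed 2,000 HEK293T ELG1-luciferase cells per well. Step 2: add compound or DMSO, incubate 16 hr at 37 °C. Step 3: ONE-Glo, 30 min at room temperature, read luminescence.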
BRCA1 expr act – qHTS Assay to Identify Small Molecule Activators of BRCA1 Expression; MCF7-BRCA1-FFLuc reporter, luminescence, 48 h; response scale: scaled: vehicle 0%, 10 µM genistein 100%; Potency, µM (highest dose often 46.1 µM), inactives show top-dose activation, most hits filed as activators; 1.1% of 380,000 active; AID 624202, 2012; further: potency means the concentration at half of the fitted maximal effect; nearly all actives have a fitted effect of over 80% in size; some results filed as inactive show a strong effect at the top dose
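Activators of BRCA1 expression were detected as increased firefly luciferase luminescence in engineered MCF7 cells after 48 h compound incubation. Signals were scaled to genistein 10 microM as full activation.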
USP2a inh – qHTS Assay for Inhibitors of Ubiquitin-specific Protease USP2a Using CHOP2 as the Reporter. 0.01% of 330,000 active. Ubiquitin carboxyl-terminal hydrolase 2 (Homo sapiens), O75604. Potency, µM (top dose mostly 38.3 µM), without a hit: at the highest dose activity change, negative = inhibition, usual class: inhibitors. USP2 core, Ub-CHOP2 coupled fluorogenic reporter, 485/531. AID 463254, 2010;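 further: potency means the concentration at half of the fitted maximal effect; plate controls were DMSO wells for no effect and full inhibition by NEM control for full effect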
Target sequence (O75604 whole entry, looked up): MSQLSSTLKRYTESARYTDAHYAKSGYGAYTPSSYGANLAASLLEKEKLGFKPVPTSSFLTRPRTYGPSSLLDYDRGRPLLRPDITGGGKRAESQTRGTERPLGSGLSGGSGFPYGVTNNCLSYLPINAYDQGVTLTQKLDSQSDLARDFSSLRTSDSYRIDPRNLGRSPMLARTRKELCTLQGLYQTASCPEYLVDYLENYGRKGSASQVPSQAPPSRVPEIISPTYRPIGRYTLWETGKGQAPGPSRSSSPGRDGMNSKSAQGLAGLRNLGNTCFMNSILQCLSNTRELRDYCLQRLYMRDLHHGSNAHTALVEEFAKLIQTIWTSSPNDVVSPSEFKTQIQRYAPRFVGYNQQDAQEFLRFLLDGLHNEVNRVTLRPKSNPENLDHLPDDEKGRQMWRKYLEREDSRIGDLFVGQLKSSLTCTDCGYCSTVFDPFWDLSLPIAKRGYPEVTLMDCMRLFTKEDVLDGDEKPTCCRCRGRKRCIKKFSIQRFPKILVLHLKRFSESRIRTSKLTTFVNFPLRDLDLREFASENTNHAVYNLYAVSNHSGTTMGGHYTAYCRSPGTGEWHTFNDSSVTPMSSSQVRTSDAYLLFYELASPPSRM
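Deubiquitinase activity read as fluorescence (485/531 nm) after Ub-CHOP2 cleavage activates the enterokinase reporter on its substrate; USP2 core 10nM, Ub-CHOP2 and substrate 25nM each, 30min compound preincubation then 60min RT; data normalized to NEM, curves fitted.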
p53 reactivator – qHTS assay for re-activators of p53 using a Luc reporter. H1299 p53-A138V BP100-luciferase reporter, luminescence, 24 h. Potency, µM (top dose mostly 92.2 µM), for the others: at the highest dose activity change, positive = activation, most hits filed as activators. 0.063% of 320,000 active; further: potency means the concentration at half of the fitted maximal effect; % of control where 0% means no effect; nearly all actives have a fitted effect of over 45% in size
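p53-null H1299 cells stably carrying temperature-sensitive p53-A138V and a BP100-luciferase reporter were pinned with compounds (4-point, 1:5 series) and held 24 hrs at 37 deg C. Luminescence was read 10 min after detection reagent.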
Eya2 inh – qHTS Assay for Inhibitors of the Phosphatase Activity of Eya2; Protein phosphatase EYA2 (Homo sapiens), O00167; recombinant Eya2, OMFP fluorescence dephosphorylation (OMFP is methylfluorescein phosphate); Potency, µM (titrated, usually from 76.9 µM), for inactives: at the top dose activity, negative = inhibition, most hits filed as inhibitors; 0.006% of 330,000 active; further: potency means the concentration at half of the fitted maximal effect; on the % scale 0 is the no-effect control and ±100 the full control effect
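Eya2 protein (added as 0.2 uM solution) was preincubated with compound for 10 min at ambient temperature in 50 mM HEPES pH 7.5, 50 mM NaCl, 5 uM MgCl2, 0.05% BSA, 1 mM DTT. OMFP (added at 50 uM) then reacted 10 min; fluorescence read at 485/525 nm.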
a7 integrin act – qHTS for Activators of Integrin-Mediated Alleviation for Muscular Dystrophy | alpha7betagal myoblasts, beta-gal FDG fluorescence, 48 h | Potency, µM (series often up to 38.3 µM), for the others: at the highest dose activation, hits mostly activators | 0.064% of 350,000 active | AID 624291, 2012;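 further: potency means the concentration at half of the fitted maximal effect; 100% = response of the positive control SU9516; nearly all actives have a fitted effect of over 60% in size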
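alpha7betagal+/- myoblasts (passage 13, 250/well) treated 48 h at 37C with compounds at 1:260 dilution of DMSO stock. Lysed, then beta-galactosidase activity read as FDG fluorescence (ex 480/em 540) after 30 min, with pre-read for autofluorescence.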
PTAP TSG101 blk – qHTS Assay for Iinhibitors of HIV-1 Budding by Blocking the Interaction of PTAP/TSG101; 340,000 tested, under 10 active; Potency, µM (doses to about 115 µM), for the others: top-dose activity change, negative = inhibition, hits mostly inhibitors; Fluorescence polarization, FITC-PTAP peptide / Tsg101 binding; Tumor susceptibility gene 101 protein (Homo sapiens), Q99816; active means well fitted inhibition curve with a large enough effect in the main read-out, with a control signal flat, not every such curve was filed as active; inconclusive means small, poorly fitted or top-dose-only effect, or effect the other way, or a change in a side signal; inactive means no such curve, though single readings can be large or run the other way; further: potency means the concentration at half of the fitted maximal effect; % of control where 0% means no effect
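Fluorescence polarization binding of Tsg101 binding domain (10 uM final) to FITC-labeled PTAP peptide (50 nM final) in HEPES pH 7.5 buffer with NaCl, Tween 20, EDTA, TCEP. Compounds added before peptide; binding 20 min at RT.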
TRPV1 agonist – HTS Assay for Compounds that Act as Agonists of the Vanilloid Receptor 1; activation, % at 8.33 µM; AID 540275, 2011; 0.19% of 320,000 active; Transient receptor potential cation channel subfamily V member 1 (Homo sapiens), Q8NER1; TRPV1-expressing cells, Fluo-8 calcium influx, agonist mode; in the data active means activation above about 80%; inconclusive means between about 30% and that limit; further: 0% is about no effect
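Fluo-8 calcium influx in TRPV1-expressing cells, kinetic read (ex 480/em 520 nm). Compound added and read 3 min for agonist activity, followed by capsaicin at EC20 final and 2 min further read for enhancement.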
* marks the source's active call; other numbers are inactive results; ? = inconclusive; / = no result given; [ ] = another dose, or the depositor's remark. Unless noted, the call rests on the fitted dose curve; in most records, active means well fitted curve in the direction sought with a large enough effect; inconclusive means small, poorly fitted or top-dose-only effect, or another doubt; inactive means no such curve, though single readings can be large; an effect the other way counts as inactive or inconclusive.

SMILES	B2AR arrestin	S-ASM inh	uPA surface inh	ELG1 genotox	BRCA1 expr act	USP2a inh	p53 reactivator	Eya2 inh	a7 integrin act	PTAP TSG101 blk	TRPV1 agonist
COc1ccc2ccccc2c1/C=N/NC(=O)CC1(C)OCCCO1	-0.5%	11.2%	-3.6%	-2.3%	-18.3%	1.6%	-6.6%	-20.5%	2.5%	-0.2%	-1.1
C[C@H](N)c1nnc(SCC(=O)c2ccc(Cl)cc2)o1	-0.2%	0.3%	/	-1.1%	-8.7%	1.5%	0.9%	-12.2%	-8.9%	-3.6%	2.6
O=C(C[n+]1cc(Br)cc2ccccc21)c1ccc(F)cc1	-0.2%	-6.4%	5.3%	2.6%	-53.0%	2.2%	12.5%	-1.8%	-30.7%	0.5%	13.0
C(=N\N=C\c1ccncc1)/c1ccncc1	0.2%	2.9%	-0.1%	5.4%	1.2%	1.3%	-2.8%	-4.7%	17.1%	-0.2%	-0.6
COc1ccccc1CNC(=O)c1ccc(Cl)c(NC2=NC3CS(=O)(=O)CC3S2)c1 (stereo not drawn)	0.4%	2.5%	-7.3%	10.0%	12.8%	1.8%	/	1.3%	1.0%	-7.5%	-6.7
Cn1c(COc2ccccc2)nnc1SCC(=O)Nc1ccc(N2CCOCC2)c(Cl)c1	0.0%	3.8%	/	13.8%	7.4%	-7.5%	5.9%	-10.7%	7.0%[7.66 µM]	-2.1%	4.9
CCOC(=O)Cn1nc(C)c(NC(=O)c2cccc([N+](=O)[O-])c2)c1C	-0.3%	-1.5%	0.5%	-9.5%	-3.5%	3.7%	0.2%	1.8%	12.8%	0.6%	-0.9
COc1ccc(C2=NN(Cc3ccccc3)C3C(=O)NC(=O)C23)cc1 (stereo not drawn)	0.1%	-4.7%	1.1%	5.9%	41.3%	1.4%	2.6%	-7.3%	?	-4.9%	1.5
COc1ccccc1/C=N/n1c(N)c(C(=O)NC2CCCCC2)c2nc3ccccc3nc21	0.2%	372.3%[activator]	1.4%	1.0%	-2.1%	1.9%	7.9%	-10.2%	-12.0%	-3.4%	-0.6
CCC(=O)N(c1nnc(SCC(=O)NN2C(=O)NC3(CCCCC3)C2=O)s1)C1CC1	0.3%	2.8%	12.7%	-2.6%	0.6%	-0.7%	2.7%	-1.8%	?	-7.7%	-3.2
Cc1ccccc1OCCSCc1nc2ccccc2[nH]1	4.8%	3.8%	3.1%	0.7%	-35.2%	0.3%	1.0%	-4.1%	-15.3%	-2.1%	?
CCCn1c(SCC(=O)c2c(N)n(C3CC3)c(=O)[nH]c2=O)nc2cc(S(N)(=O)=O)ccc21	-0.2%	1.5%	-1.9%	-0.2%	9.3%	-1.0%	4.0%	-10.7%	24.4%	-4.3%	0.7
O=C(CSc1nncs1)N1c2ccccc2Sc2ccccc21	-0.6%	0.8%	-0.6%	-2.5%	-0.3%	-5.8%	1.8%	13.6%	24.6%	-14.1%	-2.2
CCN(CC)c1ccc(N)cc1S(=O)(=O)Nc1ccccc1OC	3.7%	1.2%	-0.5%	0.3%	-28.7%	2.3%	-1.8%	-13.1%	13.8%	-0.2%	3.9
O=C(O)c1ccc2c(=O)n(-c3ccc(F)c(Cl)c3)c(=S)[nH]c2c1	-1.0%	35.3%[activator]	0.4%	-1.9%	-3.1%	2.1%	-1.3%	-24.7%	6.6%	-1.5%	5.9
NS(=O)(=O)c1ccc(CCNC(=O)C2COc3ccccc3O2)cc1 (stereo not drawn)	0.2%	3.4%	-4.0%	-0.3%	-0.2%	2.8%	/	-2.5%	32.6%	-2.7%	0.0
Cc1ccc(SCC(=O)NCC(C)C)cc1	0.3%	-1.6%	1.9%	6.1%	24.0%	?	12.9%	9.2%	2.1%	-6.8%	11.8
Oc1cccc2cc3cccc(O)c3c(O)c12	0.2%	-6.3%	-15.7%	5.0%	15.7%	3.8%	2.3%	9.2%	/	-3.9%	1.4
CCOC(=O)c1[nH]c2ccc(F)cc2c1NC(=O)c1cc(OC)c(OC)c(OC)c1	-1.0%	-4.2%	-3.9%	0.7%	-36.8%	-5.1%	-10.3%	4.1%	-4.2%	-6.5%	?
CS(=O)(=O)Nc1ccccc1C(=O)Nc1cccc(Cl)c1	-0.1%	0.7%	7.2%	-12.3%	-56.7%	0.8%	-11.9%	3.4%	-1.9%	-13.1%	-2.4
CC1=NNC(=O)C1CCC(=O)N/N=C(/C)c1ccc([N+](=O)[O-])cc1 (stereo not drawn)	-2.0%	0.0%	3.4%	-1.5%	-19.7%	0.1%	-1.7%	-6.4%	7.7%	-1.6%	-0.2
NS(=O)(=O)c1ccccc1NC(=S)Nc1ccccc1S(N)(=O)=O	0.5%	0.1%	-1.8%	0.2%	1.4%	0.3%	-1.8%	7.6%	-3.9%	-4.0%	0.0
C=CCn1c(SCC(=O)Nc2c(C)n(C)n(-c3ccccc3)c2=O)nc2sc(C)c(C)c2c1=O	0.2%	0.0%	/	-0.6%	3.7%	2.0%	-4.1%	-0.8%	-4.3%[7.66 µM]	-10.1%	1.6
Cc1cc(F)ccc1S(=O)(=O)NCC(c1ccc2c(c1)OCO2)N1CCOCC1 (stereo not drawn)	0.0%	-0.8%	-3.1%	-4.6%	-34.5%	2.1%	5.3%	20.0%	7.5%	-1.3%	-1.1
CCSc1nnc(NC(NC(C)=O)(C(F)(F)F)C(F)(F)F)s1	-0.7%	1.9%	4.1%	-1.6%	-13.2%	4.0%	4.3%	-8.2%	-0.2%	-0.1%	-2.3
CC(=O)Nc1cccc(NC(C)=C(C#N)C#N)c1	-0.1%	1.0%	3.5%	0.9%	-9.8%	0.1%	7.1%	-1.5%	1.4%	-2.0%	1.6
COc1ccc(S(=O)(=O)N/N=C(/C)c2ccc(Cl)cc2)cc1	-0.4%	-13.2%	/	-1.4%	0.5%	-0.4%	-4.9%	-1.0%	15.0%	2.5%	?
CCOc1ccccc1N(CC(=O)NC1CCCCC1)S(C)(=O)=O	-0.9%	-0.5%	-2.3%	1.5%	1.2%	-3.5%	0.2%	-2.0%	7.4%	-3.6%	2.9
C=CCSc1cc(C)nc2c(-c3ccc(Cl)cc3)c(C)nn12	7.0%	55.7%	/	-2.3%	-29.3%	1.6%	1.3%	-5.5%	0.0%	-0.8%	0.4
O=C(COc1cccc2c1CCN(Cc1ccc(Br)cc1)C2=O)N1CCOCC1	-0.1%	4.1%	-0.9%	-6.5%	-18.0%	-0.4%	-1.2%	-8.1%	15.3%	-1.2%	11.9
COC(=O)c1oc2c(c1C)C(=O)CCC2	0.0%	-3.1%	-3.7%	0.6%	13.5%	6.0%	0.2%	?	12.8%	0.7%	-10.4
Cc1ccc(-c2cc(C(=O)N3CCN(c4ccccc4O)CC3)c3ccccc3n2)cc1	-0.2%	-15.9%	-4.1%	-1.3%	-36.5%	-0.9%	16.9%	0.1%	14.1%	-1.8%	3.3
COc1cccc2[nH]c3c(N4CCC5(CC4)OCCO5)ncnc3c12	0.6%	2.1%	-14.5%	-3.0%	-32.6%	7.6%	-5.1%	-23.3%	-1.4%	-4.3%	-1.7
COc1ccc(C(C)=O)c(Oc2cc(NN3CCCCC3)c([N+](=O)[O-])cc2[N+](=O)[O-])c1	-1.2%	-2.1%	-25.1%	-1.1%	19.6%	0.3%	10.5%	6.3%	28.4%	0.6%	3.0
CC1(C)CC(=O)C2=C(C1)NCN(Cc1ccc3c(c1)OCO3)C2	0.0%	10.2%	-0.7%	1.3%	-2.8%	0.3%	1.8%	10.3%	-21.6%	-4.0%	5.1
Cc1cc(NC(=O)c2cc3n(n2)C(C(F)(F)F)CC(c2ccc(Cl)c(Cl)c2)N3)no1 (stereo not drawn)	-0.2%	?	-0.9%	1.7%	-13.5%	-2.0%	-1.0%	10.4%	-28.4%	0.9%	-5.6
